T cell modulator: modulates CD8 T cell binding to vesicles; 2C CD8+ T cell-vesicle binding, flow cytometry; active compounds read low; calls only at 7 µM; actives 0.068% (n = 330,000);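 active = response, share of CD8 T cells binding vesicles, and their 90th percentile fluorescence all below set limits, cut at about 80% in these data, passing the limit was not always enough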
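Assay system: 2C TCR transgenic mouse naive CD8+ T cells, MACS-purified | Read-out: CD8+ gate FL2 mean fluorescence as % of same-row positive control | Signal: High-throughput flow cytometry with anti-B7-1 and anti-CD8 staining | Timing: Binding step 1.5 h, 37 °C, antibody labelling 20 min, ice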
Dynein transport: dynein cargo transport inhibition. 3617.4 mouse cells, GR-EGFP nuclear translocation imaging; test concentration mostly 20 µM; stimulated with dexamethasone, 1 µM; active compounds read low. z-score, hits read low. actives 0.47% (n = 220,000);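 active = plate z-score of nuclear minus cytoplasmic receptor signal below a set negative limit, without overly bright fluorescence or cell loss, cut at about -3.5 in these data, passing the limit was not always enough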;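 also: z-score of nuclear minus cytoplasmic ring GR-EGFP intensity difference per well; some compounds called inactive have numbers as strong as hits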
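medium = tetracycline-free induction medium containing charcoal-stripped FBS | also added = 1.0 µM final dexamethasone stimulus | schedule = 48 h induction, 1 h compound, 30 min dex at 37 °C | technique = fixed, Hoechst-stained cells imaged at 10x for EGFP | measure = GR-EGFP nuclear translocation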
Autophagy mod: autophagy modulation, high-content screen; MEF GFP-LC3 puncta imaging; test concentration mostly 10 µM; calls only at 10 µM (by protocol); actives 0.98% (n = 190,000);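 active = percentage of spot-positive cells more than 3 SD above its plate mean, without a fluorescence outlier flag or 80% toxicity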;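 also: spot-positive cell cutoff set from DMSO-treated cells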
P. falciparum M1AAP: malaria alanyl aminopeptidase activity blockers – biochemical, fluorogenic H-Leu-NHMec substrate, 1536-well (AID 1445); recombinant M1AAP, H-Leu-NHMec fluorogenic kinetic assay; higher % means a stronger effect; inhibition, % at 30 µM; hits with a dose series show IC50 in µM; actives 0.42% (n = 220,000);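 active = primary inhibition above the hit cutoff, then over 50% inhibition at one or more dose response concentrations, cut at about 23% in these data, passing the limit was not always enough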;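 also: plate controls were DMSO full reaction for no effect and no enzyme background for full effect; strong numbers were not always called active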
Yfh1-off respiration: enhancers of respiration in Yfh1-depleted yeast, dose response, Friedreich's ataxia, plus single-dose screen (AID 1465); S. cerevisiae Yfh1-off respiration, WST-1 reduction, 72 h; higher fold induction means a stronger effect; one-dose fold induction at 50 µM; EC50 in µM for titrated hits; actives 0.074% (n = 220,000);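 active = fold induction of absorbance versus untreated yeast above a set limit, then at least 30% activation at any dose in follow-up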;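 also: activators that raise dye reduction in frataxin-depleted yeast; strong numbers were not always called active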
MT stabilizer: stabilizes microtubules in HeLa cells | HeLa tubulin immunostaining HCS, 24 h; share of cells brighter than vehicle mean+2SD | % tubulin-high responders, % at 10 µM | actives 0.83% (n = 200,000) | AID 2205;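 active = plate Z-score above 3 for both tubulin-high and condensed-nucleus cell shares, with cell loss under 80%, at 10 µM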;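 also: anti alpha tubulin signal scored within the nucleus-defined area of each cell; some results filed as inactive read as strong as hits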
WT yeast gro inh: growth inhibition of WT yeast, mitochondrial fusion screen; mitochondrial fusion phenotypic screen, WT strain; inhibition, % at 10 µM; actives 2.1% (n = 190,000); AID 1362; in the data active = inhibition above about 58%; tested in S. cerevisiae
bCat nuc transl: alters nuclear translocation of beta-catenin in HeLa cells; AID 1665; nuclear translocation activity, % at 5 µM; immunofluorescence imaging; actives 0.3% (n = 190,000);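 active = nuclear translocation activity above 50% at 5 µM, with a well cell count of 50 or more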;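 also: per-cell ratio of nuclear to cytoplasmic median beta-catenin stain intensity; plate controls were DMSO negative control for no effect and GSK-3 inhibitor IX positive control for full effect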
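Test system: HeLa cells, endogenous beta-catenin; Compound: single 5 µM dose plus 0.02–20 µM confirmation series; Times: compound exposure 24 h at 37°C; Signal: fluorescence imaging of beta-catenin antibody stain plus DAPI; Read-out: % activation, nuclear-to-cytoplasmic median beta-catenin signal ratio per cell.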
P. falciparum M17LAP: P. falciparum M17LAP inhibitors, primary screen, biochemical, fluorogenic H-Leu-NHMec substrate, 1536-well (AID 1619). recombinant M17LAP, H-Leu-NHMec fluorogenic kinetic assay; higher % means a stronger effect. one-dose inhibition, % at 30 µM; IC50 in µM for titrated hits. actives 0.38% (n = 220,000);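 active = compound inhibiting the enzyme by more than half at any dose during confirmatory dose-response retesting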;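 also: plate controls were full reaction with DMSO carrier for no effect and no enzyme background for full effect; strong numbers were not always called active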
WT yeast gro inh mutant strain: second read-out of WT yeast gro inh, no call of its own (marks repeat the call); inhibition, %; mitochondrial fusion phenotypic screen, mutant strain inhibition
Dynein transport cytoplasmic EGFP: recorded beside Dynein transport, whose call it bears; z-score; measured here: cytoplasmic GR-EGFP intensity; active compounds read high
Dynein transport nuclear GR-EGFP: further read-out of Dynein transport, marked with its call; z-score; measured here: nuclear GR-EGFP intensity;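 lower value marks the stronger effect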
Dynein transport cell count: recorded beside Dynein transport, whose call it bears; z-score; measured here: cell count per field
bCat nuc transl cell count 5 µM: further read-out of bCat nuc transl, marked with its call; cell count; measured here: cell count, cytotoxicity flag
T cell modulator vesicle-bound %: further read-out of T cell modulator, marked with its call; double positive events, %; measured here: CD8+ vesicle-bound cell fraction;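 binding gate set so that unloaded-vesicle control wells show 10% double positive cells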
MT stabilizer Hoechst-high %: also measured in MT stabilizer; calls as there; % Hoechst-high responders; measured here: nuclear condensation Hoechst responders;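 share of cells brighter than vehicle mean plus two SD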
MT stabilizer cytotoxicity %: recorded beside MT stabilizer, whose call it bears; toxicity, %; measured here: cytotoxicity by cell density;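 0% = mean cell density of plate MIN control wells and 100% = no cells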
Autophagy mod cell loss 18 h: further read-out of Autophagy mod, marked with its call; toxicity, %; measured here: cell loss, nuclei count;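 cell loss after 18 h compound exposure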
* hit, by the source's call; i = inactive; / = no result given; + = active, no number.

entry	Molecule	T cell modulator	T cell modulator vesicle-bound %	Dynein transport	Dynein transport cytoplasmic EGFP	Dynein transport nuclear GR-EGFP	Dynein transport cell count	Autophagy mod	Autophagy mod cell loss 18 h	P. falciparum M1AAP	Yfh1-off respiration	MT stabilizer	MT stabilizer Hoechst-high %	MT stabilizer cytotoxicity %	WT yeast gro inh	WT yeast gro inh mutant strain	bCat nuc transl	bCat nuc transl cell count 5 µM	P. falciparum M17LAP
1	COc1ccc(NC(=O)CSc2ccccn2)cc1OC	i	54	-0.52	-0.26	-0.85	0.2	i	0	-5%	i	2.9	1.7	1.3	16	21	2.7	1143	11%
2	COc1ccc(C(=O)NNC(=O)Nc2ccc(Cl)cc2)cc1	i	45	-1	0.28	0.16	0.52	i	9	6%	i	3.3	3.3	8.3	-5	17	-4.3	979	5%
3	O=C(CSc1nnnn1Cc1ccccc1)Nc1ccccc1	i	24	0.41	-0.21	1.1	-1.1	/	/	-2%	i	/	/	/	/	/	0.0	1275	0%
4	COc1ccc(C(=O)C2CCCN(Cc3cccn3-c3cccnc3)C2)cc1OC (stereo unspecified)	i	56	1.1	-0.28	0.47	-0.31	i	15	-5%	i	3.0	1.4	7.6	-9	-14	0.3	1023	-8%
5	CCOCCCNC(=O)c1ccc2c(c1)ncn2C1CCCC1	i	34	0.5	-0.28	0.51	0.35	i	2	6%	i	1.9	2.9	15	4	13	-0.9	1087	1%
6	O=S(=O)(N/N=C\c1cccn1-c1ccccc1)c1ccc2ccccc2c1	i	52	1.3	-0.16	0.25	-1.7	i	1	-4%	i	1.2	0.8	2.1	56	27	0.1	1420	13%
7	O=C(CS(=O)(=O)c1c[nH]c2ccccc12)Nc1ccc2c(c1)OCCO2	i	64	-1.6	1.6	-0.21	0.69	i	-1	-2%	i	2.1	1.3	6.8	7	-2	-2.7	1142	3%
8	Cn1c2ccccc2c2nnc(SC3CCOC3=O)nc21 (stereo unspecified)	i	45	0.35	-0.16	0.51	0.17	i	2	10%	i	3.7	2.2	5.2	17	22	-1.9	1170	7%
9	O=C(O)c1[nH]c2ccccc2c1C=NCc1ccccc1Cl	i	16	-0.14	-0.082	-0.21	0.5	i	-4	1%	i	1.8	2.4	6.0	-17	9	-2.2	1167	28%
10	CN(C)c1ccc(-n2cccc2/C=C2/SC(=Nc3ccc(F)cc3)NC2=O)cc1	i	53	0.043	-0.2	0.65	0.69	+	-20*	0%	i	2.3	1.3	5.1	0	-7	4.0	1333	6%
11	O=C(CSC(=S)N1CCOCC1)Nc1nc(-c2ccccc2)c(-c2ccccc2)o1	i	30	0.26	-0.2	-0.016	0.19	i	4	8%	i	3.2	0.8	3.2	-11	-8	0.3	1347	-7%
12	Cc1cc(S(=O)(=O)NC(C)C)ccc1OCC(=O)NCc1ccccc1	i	55	0.16	-0.19	0.2	-0.19	i	-6	3%	i	1.7	2.5	1.1	-7	-4	-0.7	1062	-13%
13	Cc1nn(-c2ccc(C(=O)Nc3nnc(C4CC4)s3)cc2)c(C)c1Cl	i	57	-0.52	-0.22	-0.061	0.7	i	-4	7%	i	4.3	2.6	8.7	-4	2	-0.3	1123	9%
14	Cc1ccc(S(=O)(=O)C2C(=O)NC3(C)CC2c2ccccc2O3)cc1 (stereo unspecified)	i	48	-0.69	-0.2	-0.5	-0.19	i	3	3%	i	3.2	3.4	4.7	-17	-16	-1.7	1050	-9%
15	O=C(CCC1CCCN(C(=O)COc2ccccc2)C1)N1CCN(c2ccccn2)CC1 (stereo unspecified)	i	3	-0.89	-0.37	-0.5	1.1	i	-13	1%	i	1.2	1.2	1.8	-4	-17	0.1	1131	19%
16	COCc1c(C(=O)N/N=C/c2cccc3ccccc23)nnn1-c1nonc1N	i	34	0.51	-0.33	0.55	0.08	i	0	1%	i	2.4	3.8	7.9	8	5	-0.6	1084	2%
17	O=C(COC(=O)c1ccc([N+](=O)[O-])s1)Nc1cccc(S(=O)(=O)NC2=NCCCCC2)c1	i	36	-0.93	-0.28	-0.43	1.3	/	/	6%	i	/	/	/	/	/	-1.2	1305	6%
18	Cn1c(N/N=C/c2ccccc2)nc2sc3c(c2c1=O)CCC3	i	37	-0.054	-0.2	0.36	-0.048	i	8	11%	i	1.8	1.3	3.8	62*	60*	-1.3	1059	5%
19	COC(=O)c1ccc(CSc2nnc3sc4ccccc4n23)o1	i	36	-1.1	-0.17	-0.28	0.2	i	19	1%	i	1.6	1.8	12	-10	-17	0.3	872	2%
20	Cc1ccc(NC(=O)CN(C)C(=O)CN2C(=O)NC(C)(c3ccccc3)C2=O)cc1 (stereo unspecified)	i	4	-0.54	-0.21	-0.4	0.89	i	-8	-3%	i	1.9	2.1	8.4	-21	4	1.5	1364	6%
21	O=C(NCc1ccco1)C(c1ccc(F)cc1)N(CC1CCCO1)C(=O)Cn1nnc2ccccc21 (stereo unspecified)	i	36	-0.14	-0.2	0.1	0.88	i	-2	3%	i	1.8	1.0	7.0	-5	-3	-1.5	916	-5%
22	CCOc1cc(CO)cc(Br)c1OCC(=O)O	i	32	0.19	-0.2	0.4	0.032	i	-6	/	i	3.4	2.7	6.6	/	/	/	/	/
23	O=S(=O)(NC1c2cccc3cccc(c23)C1Sc1ncccn1)c1ccc(Cl)cc1 (stereo unspecified)	i	36	-0.2	1.3	-0.099	0.023	i	3	6%	i	1.5	4.9	9.2	28	13	-0.6	971	-3%
24	Cc1[nH]nc(S(=O)CC(=O)O)c1[N+](=O)[O-] (stereo unspecified)	i	31	0.58	-0.23	0.14	0.26	i	21	2%	i	5.0	1.4	5.9	-16	7	-1.7	1129	-1%
25	CCOc1ccccc1N1C(=O)c2ccc(C(=O)O)cc2C1=O	i	32	-0.35	-0.22	-0.18	0.68	i	11	9%	i	1.2	1.0	8.0	1	5	-4.5	968	-106%
26	COc1cc(C2=NOC(C(=O)Nc3cc(C)on3)C2)cc(OC)c1OC (stereo unspecified)	i	20	-0.36	-0.12	-0.2	0.2	/	/	8%	i	/	/	/	/	/	0.6	1257	0%
27	CCOC(=O)c1sc(N(C)C)nc1-c1ccccc1	i	53	-1.3	-0.25	-0.58	-0.2	i	-6	4%	i	1.7	1.3	5.4	-14	-28	-2.4	1200	0%
28	Cc1ccc(-c2nn(-c3ccccc3)c3[nH]c(=O)c(CNCc4ccccc4)cc23)cc1	i	18	0.065	-0.18	-0.33	-0.61	i	3	-1%	i	3.2	1.6	5.1	55	12	-1.3	1106	18%
29	CCC(=O)c1ccc(N2CCCCCC2)c(F)c1	i	50	0.36	0.22	0.096	0.15	i	21	2%	i	2.9	2.2	6.1	37	34	-4.2	1135	12%
30	Cc1cccc(NC(=S)Nc2ccccn2)c1C	i	50	0.77	-0.25	0.15	-0.67	i	-24	6%	i	2.6	3.6	8.2	-3	-2	-0.3	1072	3%
31	O=C(COC(=O)c1cccc(S(=O)(=O)N2CCOCC2)c1)Nc1ccc2c(c1)OCO2	i	55	-0.11	1.6	0.25	-0.74	i	-9	2%	i	3.4	2.3	9.9	2	15	-3.2	1007	5%
32	CCCCCC(=O)Nc1ccccc1N1CCN(c2ccccc2)CC1	i	16	-1.4	-0.22	-0.47	1.4	i	8	8%	i	6.0	2.6	5.9	-7	4	/	/	4%
33	O=C(NCCNc1ccc([N+](=O)[O-])cc1C(F)(F)F)c1ccccc1	i	58	0.35	-0.012	0.44	-0.33	i	16	9%	i	1.8	2.2	7.8	-3	-19	1.8	1063	1%

Three of these compounds, set out differently.
14: Cc1ccc(S(=O)(=O)C2C(=O)NC3(C)CC2c2ccccc2O3)cc1 (stereo unspecified)
15: O=C(CCC1CCCN(C(=O)COc2ccccc2)C1)N1CCN(c2ccccn2)CC1 (stereo unspecified)
16: COCc1c(C(=O)N/N=C/c2cccc3ccccc23)nnn1-c1nonc1N
compound no.,14,15,16
T cell modulator,i,i,i
T cell modulator vesicle-bound %,48,3,34
Dynein transport,-0.69,-0.89,0.51
Dynein transport cytoplasmic EGFP,-0.2,-0.37,-0.33
Dynein transport nuclear GR-EGFP,-0.5,-0.5,0.55
Dynein transport cell count,-0.19,1.1,0.08
Autophagy mod,i,i,i
Autophagy mod cell loss 18 h,3,-13,0
P. falciparum M1AAP,3%,1%,1%
Yfh1-off respiration,i,i,i
MT stabilizer,3.2,1.2,2.4
MT stabilizer Hoechst-high %,3.4,1.2,3.8
MT stabilizer cytotoxicity %,4.7,1.8,7.9
WT yeast gro inh,-17,-4,8
WT yeast gro inh mutant strain,-16,-17,5
bCat nuc transl,-1.7,0.1,-0.6
bCat nuc transl cell count 5 µM,1050,1131,1084
P. falciparum M17LAP,-9%,19%,2%
